Screening results (PubChem BioAssay)
PGC1a acetyl inh – inhibitors of PGC1a acetylation signal, primary screen, cell-based, U2OS, AlphaScreen, inhibitor mode. inhibition, % at 15.6 µM. AID 651687, 2012. AlphaScreen anti-acetyl-lysine; with virally co-expressed GCN5 acetyltransferase. 350,000 compounds, 0.17% hits;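 active = every replicate shows inhibition of at least 40%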;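 also: 0% = neutral control wells and 100% = positive control wells; some results beyond the cut were filed as inactive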
An asterisk follows results filed as active. Not all compounds are listed, so the mix of outcomes need not match the whole.

No.	SMILES	PGC1a acetyl inh
1	Cc1cccc(N2C(=O)CC(N(C(=O)c3ccco3)c3cccc(C)c3)C2=O)c1 (configuration not stated)	4
2	Clc1cc(CSc2ccccc2)nc(-c2ccccc2)n1	-1
3	O=C(Cc1cccc2ccccc12)Nc1nc2ccccc2[nH]1	-6
4	C/C(Cl)=C\Cn1c(NCCCn2ccnc2)nc2c1c(=O)n(C)c(=O)n2C	0
5	c1cncc(-c2nc3ccccc3[nH]2)c1	9
6	O=c1cc(N2CCN(c3ccccc3)CC2)[nH]c(=O)n1C1CCCCC1	6
7	CCOC(=O)C1=Nc2ccccc2C1=[N+]=[N-]	45*
8	Cc1nnc(SCc2ccccc2)nc1/C=C/NOCc1ccc(Cl)cc1Cl	14
9	Fc1ccc(NC(=S)N2CCCc3ccccc32)cc1	-4
10	O=C(NCc1ccccn1)C1CCCN(Cc2cnn(-c3ccccc3)c2-n2cccc2)C1 (configuration not stated)	-7
11	Cc1cccc(N/C(=N\S(=O)(=O)c2ccccc2)C(F)(F)F)c1	-1
12	Cc1nc2ccccc2cc1O	23
13	COc1ccc(OC)c(S(=O)(=O)N(C)CC(=O)N2CCN(c3cccc(Cl)c3)CC2)c1	-9
14	COc1ccccc1C1(O)CCN(C(=O)c2cccs2)CC1	9
15	Cc1ccc(NC(=O)/C(C#N)=C/c2cccs2)c(C)c1	4
16	CCOC(=O)C1CCCN(C(=O)C2CCC(CNS(=O)(=O)c3ccc(NC(C)=O)cc3)CC2)C1 (configuration not stated)	-3
17	Cc1cc(C)cc(C(=O)N2CC(=O)Nc3ccccc32)c1	-13
18	c1ccc(-c2noc(-c3ccc4c(c3)OCO4)n2)nc1	15
19	O=C(c1ccco1)N1CCN(C(=O)C2CCCO2)CC1 (configuration not stated)	-17
20	CC1=NN(c2nc(-c3ccc(C)cc3)cs2)C(=O)C1N=Nc1ccc2ccccc2c1 (configuration not stated)	3
21	CCc1cc(/C(Cc2csc(C)n2)=N/O)c(O)cc1O	7
22	O=C(CSc1nnc(CNc2ccc(F)cc2)n1CC1CCCO1)Nc1ccccc1 (configuration not stated)	-11
23	CCC12CCCN3CCC4(C(=C(C(=O)OC)C1)Nc1ccccc14)C32 (configuration not stated)	-38
24	O=C(O)c1cccc(C(=O)Cc2ccccc2)c1	0
25	Cc1cc(N2CCCCC2)n2nc(C)c(-c3ccccc3)c2n1	-3
26	CCCS(=O)(=O)N1CCC(C(=O)NCCc2ccc(C)cc2)CC1	5
27	CCCc1c(C)c2cc(C)ccc2[nH]c1=O	3
28	CCCCOc1ccc(C(=O)Nc2ccncc2)cc1	14
29	Cc1cccc(OCCCC(=O)Nc2ccc(S(=O)(=O)Nc3onc(C)c3C)cc2)c1	0
30	CCS(=O)(=O)NCc1cn2c(C)csc2n1	-4
31	NC(=O)c1ccccc1OCC(=O)NS(=O)(=O)c1ccccc1	7
32	CC(C)NC(=O)c1ccc(Sc2ccccc2)c([N+](=O)[O-])c1	8
33	Cc1ccc(S(=O)(=O)c2cc(N3CCOCC3)nc(-c3ccccc3)n2)cc1	-4
34	CC1CCN(c2cc(N3CCOCC3)c([N+](=O)[O-])cc2F)CC1	5
35	Cc1nnsc1NC(=O)OCc1ccc(Cl)cc1Cl	-4
36	Brc1ccc(Oc2nsnc2N2CCOCC2)cc1	-12
37	CCC/C(O)=C1\C(=O)CCCC1=NCCCCCC(=O)O	1
38	Cc1ccc(S(=O)(=O)CCC(=O)N2CCc3ccccc32)cc1	1
39	COc1ccc2[nH]c(=O)c(CN(C(=O)c3ccncc3)C(C)C)cc2c1	-2
40	CC(=O)c1c(C)nc2nonc2c1N	-12
41	COc1ccccc1N1CCN(C(=O)c2ccc(S(=O)(=O)N3CCCC3)cc2)CC1	-2
42	CC(C)(C)c1cc(NC(=O)c2cc(F)c(F)c(F)c2F)no1	8
43	COC(=O)CSCC(=O)Nc1cc2c(cc1C(C)=O)OCO2	-2
44	CCOC(=O)c1c(NC(=O)OC)sc(C(=O)N(C)C)c1C	-7
45	CC1Oc2ccccc2C=C1C1/C(=C(/O)c2ccccc2)C(=O)C(=O)N1CCCN(C)C (configuration not stated)	-5
46	COc1ccc(C(=O)Cn2nnc(-c3ccccc3NC(=O)C3CC3)n2)cc1	-12
47	Cc1ccnc2nc(C(=O)Nc3nccs3)nn12	1
48	Cc1cc(C(=O)N/N=C/c2cccnc2)c(C)o1	8
49	Fc1ccc(CSc2nc3ncc(Br)cc3[nH]2)cc1	-2
50	O=[N+]([O-])c1ccc2c(c1)C(N1CCOCC1)/C(=C/COc1ccc3ccccc3c1Br)O2 (configuration not stated)	-34
51	Cc1[nH]nc2c1C(c1cccc(O)c1)C1=C(CC(C)(C)CC1=O)N2 (configuration not stated)	-11
52	Cc1ccc(S(=O)(=O)N2CCN(C(=O)CN3CCCC3)C2)cc1	-7
53	CCc1ccc2[nH]c(=O)c(CN(CCN(CC)CC)C(=O)Nc3ccccc3OC)cc2c1	-13
54	Cc1ccc(S(=O)(=O)n2nc(C)c(Br)c2C)c(C)c1C	14
55	CC(=O)N1C(C(=O)O)CSC1c1cccc(C)c1 (configuration not stated)	-6
56	CCOC(=O)N1CCN(C(=O)C(c2ccccc2)c2ccccc2)CC1	0
57	O=C1CN(c2ccc(Cl)cc2)C(=O)CN1NC(=S)Nc1ccc(Cl)cc1	-6
58	CC(NC(=O)NCc1cccnc1)(C(F)(F)F)C(F)(F)F	-5
59	C/C(CCN1CCc2nc(-c3ccccc3)c(-c3ccccc3)cc2C1)=N\O[C@@H](C)c1cc(-c2c(C)cc(C)cc2C)no1	-6
60	COc1cc(OC)c(NC(=S)Nc2cccc(C(C)=O)c2)cc1Cl	0

The results go on:
No.	SMILES	PGC1a acetyl inh
61	C=CCN(c1ccc(C(N)=O)cc1)S(C)(=O)=O	2
62	COc1ccc(-c2noc(COc3ccc4c(c3)OCO4)n2)cc1OC	0
63	O=C(Nc1nc(-c2cc3ccccc3oc2=O)cs1)c1ccc(Br)o1	-9
64	Cc1ccsc1/C=c1\sc2ncnn2c1=O	3
65	CCOC(=O)/C(C#N)=C/c1cc(C)n(-c2ccccc2)c1C	-3
66	Cn1c(-c2ccccc2)cc2c3no[n+]([O-])c3ccc21	-12
67	COc1ccc(Oc2nc(C)cc(C)c2S(=O)(=O)c2ccc(C)cc2)cc1	-23
68	COCCCNc1ccnc2c(Cl)cccc12	-6
69	C(=C\c1ccccc1)/CSc1nnc(-c2ccncc2)n1Cc1ccco1	4
70	O=C(c1cn[nH]c1)c1cc(F)ccc1O	-12
71	Clc1cccc(Cl)c1COc1ccncc1	9
72	CC(=O)N/C(=C\c1ccc(Br)s1)C(=O)O	1

An excerpt from above in order of the PGC1a acetyl inh value, ascending.
No.	SMILES	PGC1a acetyl inh
67	COc1ccc(Oc2nc(C)cc(C)c2S(=O)(=O)c2ccc(C)cc2)cc1	-23
40	CC(=O)c1c(C)nc2nonc2c1N	-12
22	O=C(CSc1nnc(CNc2ccc(F)cc2)n1CC1CCCO1)Nc1ccccc1 (configuration not stated)	-11
15	Cc1ccc(NC(=O)/C(C#N)=C/c2cccs2)c(C)c1	4
71	Clc1cccc(Cl)c1COc1ccncc1	9

New compounds follow
No.	SMILES	PGC1a acetyl inh
73	Nc1nn2c(C(F)(F)F)cc(=O)[nH]c2c1N=Nc1cccc(F)c1	14
74	CN(C)CCNc1nc2c(c(=O)[nH]c(=O)n2C)n1CC(O)COc1ccc(Cl)cc1Cl (configuration not stated)	-12
75	O=C(Cn1nc(C(=O)O)c2ccccc2c1=O)NCC1CCCO1 (configuration not stated)	-1
76	Cn1c(SCC(=O)Nc2nc3c(s2)CCCC3)nnc1-c1ccccc1	0
77	Cn1c(=O)oc2cc(S(=O)(=O)N3CCOCC3)ccc21	0
78	Cc1ccc(C(=O)Oc2oc(-c3ccco3)nc2C=Nc2ccc(Cl)cc2)cc1	-18
79	COCCN(C(=O)CCCC(=O)Nc1ccccn1)C(C(=O)NC1CCCCC1)c1ccc(C)cc1 (configuration not stated)	-23
80	COc1ccc(N2CCN(C(=O)COc3ccc4ccccc4c3)CC2)cc1	-8
81	c1ccc(Cn2ccc(-c3cnc(-c4ccccc4)s3)n2)cc1	-4
82	CCCCCC(=O)Nc1ccc2oc(-c3ccncc3)nc2c1	3
83	O=S1(=O)CCN2C(Cc3ccc(SC(F)F)cc3)=CSC2=N1	-9
84	O=C(CN1CCN(C(=O)c2cccc(F)c2)CC1)Nc1ccccc1F	9
85	Fc1ccc(CSc2nnc(-c3cc4c(s3)-c3ccccc3CC4)o2)cc1	-7
86	O=C(CCSc1nc(-c2ccco2)cc(C(F)(F)F)n1)NCc1ccccn1	2
87	Cc1c(-c2ccccc2)[n+](=O)c2c(n1[O-])CCC2	4
88	S=c1[nH]ncn1/N=C/c1ccc(Br)cc1	1
89	Cc1ccc2c(c1)C(=O)C(=O)N2CC(=O)OC(C)C	0
90	CC(=O)Nc1c(C)ccc2nsnc12	1
91	Cc1cccc(-n2c(C)cc(/C=N/n3cnnc3)c2C)c1	3
92	CC(C)N1C[C@@]23C=C[C@@H](O2)C(C(=O)OCc2ccccc2)[C@H]3C1=O (some centres not stated)	-18
93	COC(=O)C1=C(C(=O)c2ccc(C)cc2)C(c2ccc(O)c(OC)c2)n2nnnc2N1 (configuration not stated)	-6
94	CCOC(=O)c1c(C)c(C(=O)NCc2cccnc2)c(C)n1CC	-4
95	CCOC(=O)C1=C(C)NC(=O)NC1c1ccc(OCC(=O)N2CCCCC2)cc1 (configuration not stated)	-7
96	O=C(c1ccccc1F)N1CCN(Cc2ccccc2F)CC1	6
97	Cc1c(OCc2ccccc2)c(=O)ccn1Cc1ccc(Cl)cc1	-8
98	CC(C)c1ccc(NC(=O)C(c2ccc3c(c2)OCO3)N2CCC3(CC2)OCCO3)cc1 (configuration not stated)	-4
99	c1ccc2oc(SCc3nc4ccccc4s3)nc2c1	-4
100	CO/N=C(/CNC(=O)c1ccccc1Cl)c1ccc(Cl)cc1	-4
101	Cc1cc(C)c(S(C)(=O)=O)c(S(=O)(=O)c2ccc(Cl)cc2)n1	12
102	Cc1ccc(C2C3=C(CC(C)(C)CC3=O)Nc3onc(C)c32)cc1 (configuration not stated)	-5
103	O=C(CN1C(=O)c2ccccc2C1=O)NCC(=O)OCC(=O)c1ccc(Br)cc1	7
104	NC(=O)C1(N2CCCCC2)CCN(C(=O)CSc2nc3ccccc3s2)CC1	-16
105	COc1ccc(N2CCN(C(=O)CN(c3ccccc3)S(C)(=O)=O)CC2)cc1	-8
106	COc1ccc(S(=O)(=O)N2CCC(C(=O)Nc3ccc(OC)c(OC)c3)CC2)cc1C	-16
107	CCOC(=O)c1c(C)n(CC(O)c2ccccc2)c2ccc(O)cc12 (configuration not stated)	-16
108	CCCCCc1ccc(OCCCC[n+]2ccccc2)c(CCCCC)c1	-4
109	CCOc1ccc(CCNC(=O)C2CCN(S(=O)(=O)N3CCOCC3)CC2)cc1OCC	-12
110	N#Cc1c(Nc2ccccc2)sc(C(=O)c2ccccc2)c1N	-4
111	CCOC(=O)CSc1nc(C)c2ccc(C)cc2n1	7
112	CCOC(=O)c1ccc(N2C(=O)C3ON(c4ccccc4)C(c4ccco4)C3C2=O)cc1 (configuration not stated)	7
113	CCOCC(=O)Nc1cccc(OC)c1	4
114	COc1cccc(/C=N/NC(=O)c2[nH]c(C)c(C(=O)N/N=C/c3cccc(OC)c3O)c2C)c1O	-9
115	O=c1c(C(c2ccc(O)cc2)c2c(O)nc3n(c2=O)CCS3)c(O)nc2n1CCS2	0
116	CCC(NC(=O)Nc1nnc(C(F)(F)F)s1)(C(F)(F)F)C(F)(F)F	3
117	Cc1ccc(CS(=O)(=O)CCC(=O)NCCN2CCCCC2C)cc1 (configuration not stated)	7
118	COc1cc(/C=C/C(=O)NNc2c(F)c(F)cc(F)c2F)ccc1OC(F)F	-9
119	Cn1c(=O)n(C)c2cc(NC(=O)C(F)(F)F)ccc21	-5
120	O=C(CSc1nnc(COc2ccccc2)n1Cc1ccco1)NCc1ccco1	0
121	O=C(NCc1ccccc1)c1n[nH]nc1-c1ccccc1O	-9
122	CCn1c(C)c(C)c2cc(C(=O)Nc3cccc(Cl)c3)ccc21	-5
123	CCN(CC(=O)NC(=O)NC1CCCCC1)Cc1nc2ccccc2c(=O)[nH]1	-2
124	COc1ccc(C2C(C#N)=C(N)Oc3cc4c(cc32)OCO4)cc1 (configuration not stated)	-7
125	CCOC(=O)C(C)c1c(C)[nH]c(=S)[nH]c1=O (configuration not stated)	0
126	CC(C)Cc1nnc(NC(=O)CC(=O)Nc2ccccc2C(=O)O)s1	-3
127	Cc1ccc(C(=O)NCCCN2CCOCC2)cc1	-6
128	CCOc1ccc(-n2c(=O)[nH]cc(C(=O)N3CCc4ccccc43)c2=O)cc1	-12
129	CCOC(=O)C1=C(C)Nc2ncnn2C1c1cc(Br)ccc1F (configuration not stated)	5
130	CCOC(=O)C(CSCC(=O)c1ccc(Cl)cc1)NC(=O)OC(C)(C)C (configuration not stated)	6
131	COc1ccccc1N(C(=O)c1snc(C(N)=O)c1N)C(C(=O)NC1CCCC1)c1ccco1 (configuration not stated)	6
132	COC(=O)c1ccc(NC(=O)C2CCCN2S(=O)(=O)c2ccc(OC)cc2)cc1 (configuration not stated)	-7

Next results follow.
No.	SMILES	PGC1a acetyl inh
133	CCOc1ccc(-n2c(=S)sc3c(=O)[nH]c(SCC(=O)NCc4ccco4)nc32)cc1	-4
134	Cc1cccnc1NC(=O)Nc1ccc(F)cc1	7
135	O=C1c2ccccc2C(=O)N1CCCOCc1c[nH]c(=O)[nH]c1=O	7
136	Cc1noc2ncnc(Oc3ccc4ccccc4c3)c12	-4
137	O=C(c1ccco1)N1CCCC(c2nc(-c3ccc(S(=O)(=O)NCc4ccccc4)cc3)no2)C1 (configuration not stated)	3
